Screening data deposited in PubChem by National Center for Advancing Translational Sciences (NCATS).
RGS4 inh – blocks human RGS4-accelerated GTP hydrolysis; P49798; Transcreener GDP fluorescence polarization, RGS4-accelerated GTP hydrolysis; Potency, µM (doses to about 114 µM), without a hit: at the highest dose activity change, negative = inhibition, most hits filed as inhibitors; 0.039% of 390,000 active; AID 504845; note: potency is the fitted concentration of half-maximal effect; % is set by controls: 0 for no effect and ±100 for the full control effect; nearly all actives have a fitted effect of over 75% in size; some results filed as inactive show a strong effect at the top dose
Target sequence (P49798 whole entry, looked up): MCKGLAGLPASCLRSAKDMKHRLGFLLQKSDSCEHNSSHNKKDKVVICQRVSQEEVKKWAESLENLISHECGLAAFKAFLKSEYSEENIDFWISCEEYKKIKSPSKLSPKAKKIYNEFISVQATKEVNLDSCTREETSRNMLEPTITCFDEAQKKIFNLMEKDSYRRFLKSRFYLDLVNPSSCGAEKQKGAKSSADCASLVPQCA
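MLSMR compounds (23 nl, pin-transferred) preincubated 10 min at room temperature with a 500nM (2x) first reagent, then RGS4 at 900nM (2x) plus Transcreener GDP mix added; fluorescence polarization (620/688 nm) read before and after 90 min at 30 °C.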
Vif-APOBEC3F blk – Vif-A3F binding inhibition. HeLa A3F-eYFP + Vif (tagged APOBEC3F with the HIV-1 protein that degrades it), YFP fluorescence increase. Potency, µM (doses to about 46.1 µM), without a hit: at the top dose activity, negative = active. 0.2% of 390,000 active; note: potency is the fitted concentration of half-maximal effect; % of control where 0% means no effect; nearly all actives have a fitted effect of over 65% in size
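HeLa cells stably expressing Vif plus C-terminally eYFP-tagged A3F were seeded, incubated overnight at 37 deg C, dosed with compound, incubated overnight again at 37 deg C. Yellow fluorescence (Ex 488/Em 500-530) reported blocked Vif-mediated A3F-eYFP degradation.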
ERG Ets-DNA blk – ERG Ets/DNA interaction inhibition. AID 624246. Potency, µM (doses to about 76.9 µM), inactives show at the top dose FP activity, negative = inhibition, hits mostly inhibitors. P11308. fluorescence polarization, His-ERG Ets domain / labelled DNA. 0.028% of 370,000 active; active = well fitted inhibition curve with a large enough effect in the polarisation, with a control signal flat; inconclusive = small, poorly fitted or top-dose-only effect, or effect the other way, or a change in a side signal; inactive = no such curve, though single readings can be large or run the other way; the % refers to the polarisation;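 note: polarization taken with two DNA probes labelled with fluorescein and Texas red; potency is the fitted concentration of half-maximal effect; % of control where 0% means no effect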
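His-tagged ERG Ets domain (1 uM in the protein solution; 300mM KCl, 50mM Tris-HCl, 1mM EDTA, 1mM DTT, pH 7.5) received compound, then a probe mix of 5 nM fluorescein-DNA and 100nM Texas-615-DNA. Fluorescence polarization was read for both dyes.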
Vif-APOBEC3G blk – Vif-A3G binding inhibition; Q9HC16; HeLa A3G-eYFP + Vif (tagged APOBEC3G with the HIV-1 protein that degrades it), YFP fluorescence, overnight; Potency, µM (doses to about 46.1 µM), for inactives: at the highest dose activity, negative = active, most hits filed as inhibitors; 0.076% of 410,000 active; AID 602310;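 note: potency is the fitted concentration of half-maximal effect; % is set by controls: 0 for no effect and ±100 for the full control effect; nearly all actives have a fitted effect of over 60% in size; hits raise eYFP signal because A3G escapes Vif-driven loss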
Target sequence (Q9HC16 whole entry, looked up): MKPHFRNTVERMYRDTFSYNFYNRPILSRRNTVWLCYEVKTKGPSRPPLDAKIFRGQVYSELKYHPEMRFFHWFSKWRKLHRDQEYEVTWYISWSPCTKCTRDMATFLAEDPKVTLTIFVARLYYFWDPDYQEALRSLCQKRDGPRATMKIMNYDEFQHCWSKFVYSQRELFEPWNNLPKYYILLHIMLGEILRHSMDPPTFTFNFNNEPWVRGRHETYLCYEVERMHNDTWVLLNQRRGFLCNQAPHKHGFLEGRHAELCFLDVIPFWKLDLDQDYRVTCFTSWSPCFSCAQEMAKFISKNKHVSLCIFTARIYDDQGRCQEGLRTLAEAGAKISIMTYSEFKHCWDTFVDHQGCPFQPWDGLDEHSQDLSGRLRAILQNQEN
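HeLa cells stably expressing Vif and C-terminally eYFP-tagged A3G, seeded overnight at 37 deg C, then exposed to compound by pintool overnight at 37 deg C. Rise in yellow fluorescence (Ex 488/Em 500-530, Acumen) marks blocked Vif-driven A3G degradation.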
GRP78 ERSR act – induces the endoplasmic reticulum stress response in human glioma cells | 0.02% of 420,000 active | Potency, µM, without a hit: at the highest dose activation, usual class: activators | U87-MG GRP78 promoter luciferase reporter, 16 h; note: potency is the fitted concentration of half-maximal effect; series mostly up to about 76 µM; % of control where 0% means no effect; nearly all actives have a fitted effect of over 35% in size
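Stably transfected U87-MG glioma cells carrying a GRP78-based luciferase sensor; 16 h compound incubation. Luminescence end-point read 10 min after Bright-Glo addition at room temperature.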
D2 agonist – agonists of human D2 dopamine receptor; 0.53% of 340,000 active; HEK293 T-REx D2 cells, calcium flux agonist mode; P14416; activation, % at 2 µM;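 active = activation over 3 SD above normal in the single-dose calcium agonist read, cut at about 30% in these data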; note: 0% is about no effect
Target sequence (P14416 whole entry, looked up): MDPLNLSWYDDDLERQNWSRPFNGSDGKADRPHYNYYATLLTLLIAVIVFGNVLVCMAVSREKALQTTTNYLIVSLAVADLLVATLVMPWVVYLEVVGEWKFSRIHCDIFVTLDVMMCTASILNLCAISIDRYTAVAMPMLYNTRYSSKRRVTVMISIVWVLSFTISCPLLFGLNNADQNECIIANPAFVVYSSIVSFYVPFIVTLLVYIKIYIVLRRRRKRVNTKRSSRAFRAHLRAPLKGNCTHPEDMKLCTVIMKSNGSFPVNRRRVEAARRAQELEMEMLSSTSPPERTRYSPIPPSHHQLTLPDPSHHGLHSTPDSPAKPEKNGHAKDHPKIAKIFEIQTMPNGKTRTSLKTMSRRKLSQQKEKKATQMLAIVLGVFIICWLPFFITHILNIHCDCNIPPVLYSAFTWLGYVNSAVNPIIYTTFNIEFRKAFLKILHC
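In this primary screen, compounds producing a positive calcium signal within 180 s of addition to tetracycline-induced, force-coupled HEK293 Trex D2 cells are flagged; cells are dye-loaded with a no-wash calcium kit beforehand.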
LDHA inh – LDHA (human) enzyme inhibition; AID 1347041; 0.15% of 480,000 active; P00338; activity change, % (values are at about 110 or 230 µM); purified LDHA, NADH/diaphorase-resazurin fluorescence; stronger effect = lower value; in the data active = activity change below about -30%; inconclusive = mostly about -25% to -30%;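 note: plate controls were DMSO wells for no effect and wells without enzyme for full effect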
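Enzyme activity of human lactate dehydrogenase 5 (2 nM; 0.06 mM NADH, 0.2 mM pyruvate, 5 min, RT) is measured via a resazurin/diaphorase fluorescence readout of residual NADH.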
D2 antag – antagonizes the human D2 dopamine receptor | P14416 | HEK293 TREx D2 cells, calcium flux, dopamine EC80 | inhibition, % at 10 µM | 2% of 340,000 active; in the data active = inhibition above about 30%; note: 0% is about no effect
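Calcium flux kinetic readout in an inducible HEK293 TREx D2 line plated overnight at 30 C. After 180 s compound exposure, an EC80 dopamine challenge follows with another 180 s kinetic read to detect antagonism.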
ALOX12 inh – inhibitors of human 12S-lipoxygenase ALOX12; P18054; purified 12hLO, xylenol orange hydroperoxide absorbance; Potency, µM (top dose mostly 108 µM), without a hit: top-dose activity change, negative = inhibition, usual class: inhibitors; 1.1% of 580,000 active; AID 1671190; note: potency is the fitted concentration of half-maximal effect; % is set by controls: 0 for no effect and ±100 for the full control effect
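Purified human 12hLO at 150 nM in 25 mM Hepes, 0.01% Triton X-100, pH 7.0, preincubated 15 min at room temperature with compound. Reaction started with 40 uM arachidonic acid, 30 min at room temperature. Hydroperoxide measured by Fe-xylenol orange, 573/405 nm absorbance ratio.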
* hit, by the source's call; i = inactive; ? = inconclusive; . = not tested or not shown; [ ] = another dose, or the depositor's remark. Unless noted, calls come from the whole dose curve; as a rule, active = well fitted curve in the direction sought with a large enough effect; inconclusive = small, poorly fitted or top-dose-only effect, or another doubt; inactive = no such curve, though single readings can be large; an effect the other way counts as inactive or inconclusive.

SMILES	RGS4 inh	Vif-APOBEC3F blk	ERG Ets-DNA blk	Vif-APOBEC3G blk	GRP78 ERSR act	D2 agonist	LDHA inh	D2 antag	ALOX12 inh
ON=C1CCN(c2ncc(C(F)(F)F)cc2Cl)CC1	2%	5%	4%	0%	0%	-2.1	-6	1	-14%
CC(=O)Nc1ccc(S(=O)(=O)N2CCN(CCc3ccccc3)CC2)cc1	9%	-4%	-12%	0%	-1%	-0.3	-11	7	267%[activator]
CC(=O)Nc1ccc(SCC(=O)c2cc(C)n(Cc3cccs3)c2C)cc1	-22%	12%	2%	1%	-15%	-1.2	-6	-1	-3%
COc1ccc(CCC(=O)OCC(=O)N(C)c2c(N)n(Cc3ccccc3)c(=O)[nH]c2=O)cc1	9%	-2%	1%	-13%	-5%	-0.3	-6	12	1%
CC(=O)Nc1sc(C)c(C)c1C(=O)OCCOc1ccccc1	-21%	10%	6%	-5%	0%	-1.2	6	-16	-13%
COC(=O)C1CN(S(=O)(=O)c2ccc(C)cc2)CCN1S(=O)(=O)c1ccc(C)cc1 (stereo not drawn)	1%	0%	10%	0%	-4%	-0.1	-3	-11	0%
CC/C(=N\Nc1ccc([N+](=O)[O-])cc1)c1ccccc1	-9%[11.4 µM]	?	-13%	6%	3%	-0.4	-1	3	.
CC1CCc2nn(CC(=O)NC3CCCC3)cc2C1 (stereo not drawn)	15%	-4%	13%	-3%	-3%	-0.8	1	10	16%[57.4 µM]
C=CCNc1nc(NCCNC(C)=O)c2sc(-c3ccccc3)cc2n1	.	.	.	-4%	0%	.	-4	.	7%
N#C/C(=C\c1ccc(-c2nc3ccccc3s2)o1)C(N)=O	-13%	8%	-8%	-1%	3%	-0.8	1	1	0%
COc1ccccc1CNC(=O)c1ccc2nc(CCc3ccccc3)oc2c1	18%	1%	1%	-1%	-3%	-0.8	-1	.	?
CC1(C)CC(=O)C(CCC(=O)c2ccccc2)C(C)(C)N1 (stereo not drawn)	-2%	-5%	0%	1%	-1%	-0.7	-3	-18	0%
COc1cc(C2C(C#N)=C(N)Oc3cc(C)oc(=O)c32)cc2c1OCO2 (stereo not drawn)	2%	.	4%	-22%	-2%	-1.0	-1	-3	?
CC1CCCCN1C(=O)CCn1c(=S)oc2ccccc21 (stereo not drawn)	-4%	-2%	16%	0%	0%	0.3	-5	2	-8%
C[C@H](O)[C@@H]1C(=O)N2CCc3ccc(N4CCOCC4)cc3[C@@H]2C[C@@H]1N(C)C(=O)C(C)(C)C	-23%	-10%	23%	-1%	-4%	.	4	.	-2%
COc1ccc(NC(=O)C/C(C)=N/NC(=O)C2CCCCC2)c([N+](=O)[O-])c1	-10%	12%	-13%	-1%	3%	-0.2	-2	25	3%
Cc1sc2nc(COC(=O)CNC(=O)c3ccc(C(C)(C)C)cc3)[nH]c(=O)c2c1C	0%	10%	2%	2%	-1%	0.7	-5	14	-7%
COCCNC(=S)N(C)[C@H]1C[C@H]2c3cc(N4CCN(C)CC4)ccc3CCN2C(=O)[C@H]1[C@H](C)O	.	0%	.	1%	-2%	.	1	.	-3%
CCN1CCN(C(=O)c2ccc3c(c2)N(Cc2cc(C)ccc2C)C(=O)c2ccccc2S3(=O)=O)CC1	-18%	.	0%	.	.	11	-7	.	-9%
CC(C)CCNC(=O)c1ccc(Cn2c(SCC(=O)NC(C)C)nc3ccccc3c2=O)cc1	-16%	-27%	-2%	-1%	-4%	0.6	5	.	-10%
C=CCn1c(SCC(=O)NNC(=O)Nc2cccc(Cl)c2)nnc1-c1ccccc1	7%	-5%	-18%	0%	-4%	0.1	-12	17	161%[activator]
CC1(C)Cc2ccccc2-c2nc(-c3ccccc3)oc(=O)c21	16%[11.4 µM]	8%	1%	0%	-5%	-2.2	-3	-19	-25%
O=C(CSc1ncn[nH]1)c1ccccc1	?	0%	7%	-7%	4%	0.8	2	2	-21%
Cc1ccc(CN(C(=O)c2sc3ccccc3c2Cl)C2CCS(=O)(=O)C2)cc1 (stereo not drawn)	-11%	-7%	2%	-1%	-5%	.	3	.	?
Cc1ccc2nc(-c3ccc(NC(=O)CN4C(=O)NC(C)(c5ccc(OC(F)F)cc5)C4=O)cc3)sc2c1 (stereo not drawn)	-31%	-3%	13%	-27%	10%	7.7	-1	-5	-3%
Cc1nnc(SCC2=C(C(=O)O)N3C(=O)C(NC(=O)Cc4ccccc4)C3SC2)s1 (stereo not drawn)	-35%	1%	8%	0%	-2%	0.0	3	-12	?
CSc1ccc(CCNC(=O)CCc2nnc3ccc(N4CCCCC4)nn23)cc1	10%	0%	-7%	4%	-3%	-0.7	-7	0	22%
S=C(NCCN1CCOCC1)N/N=C/c1cccs1	-4%	?	10%	0%	0%	-0.5	0	10	i
O=C(CSc1n[nH]c(=O)[nH]c1=O)c1ccc(Cl)cc1Cl	0%	-16%	-5%	4%	-1%	0.1	-15	5	0%
NC(=O)CC(NC(=O)Cc1cccc2ccccc12)c1ccc(N2CCC(N3CCCC3)CC2)c([N+](=O)[O-])c1 (stereo not drawn)	29%	-1%	-5%	1%	-3%	-0.1	-2	-3	-1%
O=C(N/N=C/c1ccncc1)c1cc2ccccc2o1	-2%	-2%	8%	-3%	6%	0.7	-5	-3	3%
CCC(C)(C)NC(=O)Cc1ccc(F)cc1	36%	5%	-3%	0%	-1%	0.0	-16	1	-4%
COc1ccccc1CNc1cc(C)ccc1C	-2%	2%	.	0%	-3%	-1.2	0	22	19%
Cc1cccc(S(=O)(=O)Nc2cccc3c2C(=O)c2ccccc2-3)c1	-19%	-6%	-5%	-4%	4%	9.2	2	-14	0%
COc1ccc(O)c(/C=N/N2CCCCC2)c1	-4%[56.9 µM]	-8%	-2%	-10%	1%	.	5	.	?
Cc1ccccc1OCCCCn1nnc2sc3c(c2c1=O)CCC(C)C3 (stereo not drawn)	-2%	.	-2%	.	.	0.2	0	.	?
COc1ccc(CNC(=O)C/C(C)=N/NC(=O)Cc2ccc(OC)c(OC)c2)cc1	11%	0%	14%	-1%	-5%	.	-4	.	-3%
CC(=O)N(Cc1ccc(F)cc1)c1cccc(C)c1C	-11%	2%	3%	9%	-2%	.	-1	.	-12%
COc1ccc(CNC(=O)[C@H](CCSC)NC(=O)N2CCn3c2nc2ccccc23)cc1	-1%[56.9 µM]	3%	8%	-12%	-4%	0.0	-9	-3	8%
O=C(CCc1nc2ccccc2c(=O)[nH]1)Nc1nnc(SCc2ccc(Cl)cc2)s1	2%	?	-4%	1%	-1%	0.9	2	-7	-17%

8 entries already listed, ordered by heavy-atom count, ascending.
SMILES	RGS4 inh	Vif-APOBEC3F blk	ERG Ets-DNA blk	Vif-APOBEC3G blk	GRP78 ERSR act	D2 agonist	LDHA inh	D2 antag	ALOX12 inh
O=C(CSc1ncn[nH]1)c1ccccc1	?	0%	7%	-7%	4%	0.8	2	2	-21%
CCC(C)(C)NC(=O)Cc1ccc(F)cc1	36%	5%	-3%	0%	-1%	0.0	-16	1	-4%
CC(=O)N(Cc1ccc(F)cc1)c1cccc(C)c1C	-11%	2%	3%	9%	-2%	.	-1	.	-12%
CC1(C)Cc2ccccc2-c2nc(-c3ccccc3)oc(=O)c21	16%[11.4 µM]	8%	1%	0%	-5%	-2.2	-3	-19	-25%
Cc1cccc(S(=O)(=O)Nc2cccc3c2C(=O)c2ccccc2-3)c1	-19%	-6%	-5%	-4%	4%	9.2	2	-14	0%
C=CCn1c(SCC(=O)NNC(=O)Nc2cccc(Cl)c2)nnc1-c1ccccc1	7%	-5%	-18%	0%	-4%	0.1	-12	17	161%[activator]
COc1ccc(CNC(=O)[C@H](CCSC)NC(=O)N2CCn3c2nc2ccccc23)cc1	-1%[56.9 µM]	3%	8%	-12%	-4%	0.0	-9	-3	8%
Cc1ccc2nc(-c3ccc(NC(=O)CN4C(=O)NC(C)(c5ccc(OC(F)F)cc5)C4=O)cc3)sc2c1 (stereo not drawn)	-31%	-3%	13%	-27%	10%	7.7	-1	-5	-3%

Further records follow:
SMILES	RGS4 inh	Vif-APOBEC3F blk	ERG Ets-DNA blk	Vif-APOBEC3G blk	GRP78 ERSR act	D2 agonist	LDHA inh	D2 antag	ALOX12 inh
COCc1cc(C)[nH]c(=O)c1C#N	-11%	-9%	-11%	0%	-7%	-0.4	-3	5	0%
Cc1cc(C(=O)Nc2ccc(C(C)C)cc2)c2c(C)nn(-c3ccccc3)c2n1	-11%	-4%	6%	1%	-2%	-0.3	-1	.	-17%
COC(=O)CCC(=O)NC(=S)Nc1ccccc1F	-2%	0%	-3%	0%	10%	-0.6	0	-13	-5%
CC1CCN(C(=O)c2ccc3c(=O)n4c(nc3c2)CCCCC4)CC1	-24%	0%	12%	-7%	-2%	0.3	2	9	18%
COc1ccccc1C1/C(=C(/O)c2cnn(-c3ccccc3)c2C)C(=O)C(=O)N1CCN(C)C (stereo not drawn)	9%	-1%	9%	1%	1%	.	4	.	11%
CCC1CC(CSc2ncn[nH]2)OC1=O (stereo not drawn)	16%	-8%	-4%	0%	-2%	0.4	-22	11	-4%
c1ccc(-c2cc3nc(NCc4cccs4)ccn3n2)cc1	.	.	.	-24%	-1%	.	-2	.	-21%

Only part of the results is shown. The share of hits here may be higher or lower than overall.
